# PI4K2A block – PI4K2A (human) kinase inhibition | Q9BTU6 | purified PI4K2A, ADP-Glo luminescence, 1 h; stronger effect = lower value | activity change, negative = inhibition, % at 76.9 µM | 0.13% of 420,000 active; in the data active = activity change below about -50%; inconclusive = mostly about -30% to -49%;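 note: -100% = wells without enzyme as full effect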
#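 ADP-Glo luminescence measured ADP generated by PI4K2A enzyme (4 ug/mL before mixing) with 1.2 mM PI substrate (pre-mix) and 300 microM ATP (pre-mix). Tris pH7.5 buffer with MgCl2, Triton X-100; 1 h reaction at ambient temperature.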
# HP1b chromo inh – inhibitors of HP1-beta chromodomain binding to methylated histone tails; AlphaScreen HP1-beta / biotin-H3K9me3 peptide binding; Potency, µM (doses to about 114 µM), for inactives: at the highest dose activity change, negative = inhibition, most hits filed as inhibitors; 0.56% of 390,000 active; note: potency is the fitted concentration of half-maximal effect; nearly all actives have a fitted effect of over 70% in size; inactives centre near 23
#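 HP1-beta protein (50 nM final) preincubated 30 min at room temperature with biotinylated H3(1-18)K9me3 peptide (50 nM) in PBS pH 7.4, 0.01% Tween-20, then compound added for 30 min. AlphaScreen streptavidin donor/nickel chelate acceptor beads (10 ug/mL final), 30 min dark, luminescence read.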
# USP1 inh – inhibitors of human USP1/UAF1 deubiquitinase | recombinant USP1/UAF1, Ub-Rhodamine cleavage fluorescence | Potency, µM (highest dose often 57.1 µM), inactives show at the top dose activity change, negative = inhibition, actives largely listed as inhibitors | 0.23% of 390,000 active | AID 743255; note: potency is the fitted concentration of half-maximal effect; % is set by controls: 0 for no effect and ±100 for the full control effect; nearly all actives have a fitted effect of over 60% in size; inactives centre near -12
#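 Step one: compound is pinned into 1nM USP1/UAF1 in HEPES pH 7.8 buffer with TCEP. Step two: 15 min room-temperature incubation. Step three: Ub-Rho (150nM final) starts cleavage, tracked by fluorescence over six one-minute reads.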
# TrxR1 substrate – is turned over as a substrate by rat TrxR1; O89049; Potency, µM (doses to about 114 µM), inactives show top-dose activity change, negative = substrate turnover; 0.01% of 390,000 active; purified TrxR1 substrate turnover, NADPH consumption readout; note: potency is the fitted concentration of half-maximal effect; % is set by controls: 0 for no effect and ±100 for the full control effect; nearly all actives have a fitted effect of over 50% in size
#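 Rat TrxR1, dispensed at 90 nM, was prereduced with 400 uM NADPH (final) for 5 min at ~22 deg C, then incubated with compound 15 min before 400 uM selenite. A first-read NADPH fluorescence drop versus no-compound background flagged substrates.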
# TrxR1 inh – rat TrxR1 inhibition; recombinant rTrxR1, NADPH fluorescence consumption, selenite substrate; O89049; Potency, µM (top dose mostly 114 µM), without a hit: top-dose activity change, negative = inhibition, most hits filed as inhibitors; 1% of 390,000 active; note: potency is the fitted concentration of half-maximal effect; % is set by controls: 0 for no effect and ±100 for the full control effect; nearly all actives have a fitted effect of over 65% in size
#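 Rat TrxR1 (90 nM in the dispensed reagent) was pre-reduced with 400 uM NADPH for 5 min at room temperature, then incubated with compound for 15 min. After 400 uM selenite was added, NADPH fluorescence (Ex 340/Em 450 nm) was followed for 8 min.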
# mIDH1 inhibitor – human IDH1 R132H inhibition; IDH1-R132H enzyme, NADPH consumption, diaphorase/resazurin fluorescence; Potency, µM (top dose mostly 76.6 µM), for the others: at the top dose activity change, negative = inhibition, most hits filed as inhibitors; 0.093% of 390,000 active; AID 602179; note: potency is the fitted concentration of half-maximal effect; % is set by controls: 0 for no effect and ±100 for the full control effect; nearly all actives have a fitted effect of over 65% in size
#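 IDH1-R132H (0.5 ug/mL dispensed) in pH 7.5 Tris buffer was preincubated 30 min with compound, then given a substrate mix of 0.016 mM NADPH and 2 mM alpha-KG for 80 min at room temperature; remaining NADPH was read by diaphorase/resazurin fluorescence.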
# GLS inhibitor – glutaminase GLS (human) inhibition; 0.21% of 410,000 active; Potency, µM (series often up to 45.5 µM), for inactives: top-dose activity change, negative = inhibition, hits mostly inhibitors; O94925; GLS enzymatic activity, qHTS titration; note: potency is the fitted concentration of half-maximal effect; % is set by controls: 0 for no effect and ±100 for the full control effect
# Target sequence (O94925 whole entry, looked up): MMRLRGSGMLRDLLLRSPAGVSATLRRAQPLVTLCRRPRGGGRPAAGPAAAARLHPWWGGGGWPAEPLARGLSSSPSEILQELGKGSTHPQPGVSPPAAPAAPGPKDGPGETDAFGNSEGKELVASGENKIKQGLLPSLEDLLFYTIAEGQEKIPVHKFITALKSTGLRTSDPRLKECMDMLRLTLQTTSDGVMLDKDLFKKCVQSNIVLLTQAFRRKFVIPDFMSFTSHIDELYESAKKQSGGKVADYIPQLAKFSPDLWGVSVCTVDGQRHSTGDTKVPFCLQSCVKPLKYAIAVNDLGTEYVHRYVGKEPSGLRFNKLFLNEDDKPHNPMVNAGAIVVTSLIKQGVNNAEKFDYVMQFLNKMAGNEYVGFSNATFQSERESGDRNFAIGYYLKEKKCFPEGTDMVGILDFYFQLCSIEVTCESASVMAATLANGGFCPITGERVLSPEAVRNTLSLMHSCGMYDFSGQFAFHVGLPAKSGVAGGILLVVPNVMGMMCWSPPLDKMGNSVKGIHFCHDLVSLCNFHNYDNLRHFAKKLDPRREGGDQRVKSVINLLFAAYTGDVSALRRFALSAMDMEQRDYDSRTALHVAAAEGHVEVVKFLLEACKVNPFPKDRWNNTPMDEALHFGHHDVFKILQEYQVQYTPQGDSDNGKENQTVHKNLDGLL
#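 hKGA in 45 mM KH2PO4 (pH 8.2), 0.02% Tween-20 with compound, then 1mM L-Glutamine (stock as added) plus glutamate oxidase/HRP/Amplex red coupling mix. Fluorescence read initially and after 30 min at RT; signal change reflects glutamate formation.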
# Tb PGK inh – blocks T. brucei phosphoglycerate kinase; PGK/GAPDH coupled, Kinase-Glo luminescence, 60 min; Potency, µM (doses to about 57.5 µM), for inactives: at the top dose activity change, negative = inhibition, actives largely listed as inhibitors; 0.043% of 380,000 active; note: potency is the fitted concentration of half-maximal effect; % is set by controls: 0 for no effect and ±100 for the full control effect; nearly all actives have a fitted effect of over 60% in size
# Target sequence (P07378 whole entry, looked up): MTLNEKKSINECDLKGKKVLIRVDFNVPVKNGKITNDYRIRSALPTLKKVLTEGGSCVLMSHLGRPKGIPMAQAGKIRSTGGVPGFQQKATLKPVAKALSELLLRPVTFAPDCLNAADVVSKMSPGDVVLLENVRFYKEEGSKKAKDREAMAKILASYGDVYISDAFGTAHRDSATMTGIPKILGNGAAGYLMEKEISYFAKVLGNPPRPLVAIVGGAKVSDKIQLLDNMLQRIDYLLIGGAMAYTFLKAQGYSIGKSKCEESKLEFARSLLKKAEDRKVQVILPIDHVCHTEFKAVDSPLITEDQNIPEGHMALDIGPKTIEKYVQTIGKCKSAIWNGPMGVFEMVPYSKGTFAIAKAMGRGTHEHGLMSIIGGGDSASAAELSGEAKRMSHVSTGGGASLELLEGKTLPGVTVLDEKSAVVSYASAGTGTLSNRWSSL
#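 Luminescent ATP detection (Kinase-Glo Plus) follows a 60-minute room-temperature incubation, with wells lacking PGK as controls. Buffer: 100 mM TEA (pH 7.6), 5 mM MgCl2, 0.01% Tween-20. Coupling enzyme GAPDH (100 nM final) supplies unstable 1,3-BPG in-well.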
# Pin1 inh – blocks the human prolyl isomerase Pin1. 0.009% of 390,000 active. Q13526. Pin1 FP peptide displacement, HiFluor488, 10 min. Potency, µM (series often up to 115 µM), inactives show at the top dose activity, negative = inhibition, usual class: inhibitors; active = well fitted inhibition curve with a large enough effect in the polarisation, with a control signal flat, not every such curve was filed as active; inconclusive = small, poorly fitted or top-dose-only effect, or effect the other way, or a change in a side signal; inactive = no such curve, though single readings can be large or run the other way; the % refers to the polarisation; note: potency is the fitted concentration of half-maximal effect; % is set by controls: 0 for no effect and ±100 for the full control effect
# * hit, by the source's call; i = inactive; ? = inconclusive; [ ] = dose if it differs, or a comment. Unless noted, calls come from the whole dose curve; as a rule, active = well fitted curve in the direction sought with a large enough effect; inconclusive = small, poorly fitted or top-dose-only effect, or another doubt; inactive = no such curve, though single readings can be large; an effect the other way counts as inactive or inconclusive. These rows are one share of the data; rates above refer to the full screens.
# Short keys – A = PI4K2A block; B = HP1b chromo inh; C = USP1 inh; D = TrxR1 substrate; E = TrxR1 inh; F = mIDH1 inhibitor; G = GLS inhibitor; H = Tb PGK inh; I = Pin1 inh
Cc1cc(C(=O)CSc2nc3ccc(Cl)cc3[nH]2)c(C)n1C
  A: 0.9 | B: -2.4% | C: -11.9% | D: 4.9% | E: -15.7% | F: 5.5% | G: -0.9% | H: -8.7% | I: 10.8%

COc1ccccc1NC(=O)CSc1nc(N)c(-c2ccccc2)c(=O)[nH]1
  A: -2.9 | B: 19.1%[57 µM] | C: -7.0% | D: -4.3% | E: -1.8% | F: 2.0% | G: 2.0% | H: -0.6% | I: 0.2%

N#C/C(=C\c1ccc(-c2nc3ccccc3s2)o1)C(N)=O
  A: -0.9 | B: 16.6% | C: -5.6% | D: 10.9%[57.1 µM] | E: -1.9%[57.1 µM] | F: 1.8% | G: -8.6% | H: -6.9% | I: ?

CCOc1ccc(/C=N/Nc2nncc(-c3ccccc3)n2)cc1OC
  A: -2.2 | B: 55.2%[activator] | C: -16.3% | D: 1.9% | E: 3.0% | F: 1.8% | G: 5.9% | H: i | I: -0.1%

COc1cc(/C=C2/SC(=Nc3ccc(O)cc3)NC2=O)ccc1O
  A: -1.9 | B: 6.7% | C: -15.4% | D: -1.2% | E: -10.5% | F: 11.7% | G: 24.3% | H: -11.7% | I: 179.3%[activator]

Cc1ccc(CSc2nc3nc(C)cc(C)c3c(=O)[nH]2)cc1
  A: 1.2 | B: 40.4%[activator] | C: -17.1% | D: 1.1%[57.1 µM] | E: 5.2%[57.1 µM] | F: -4.2% | G: 4.4% | H: 7.0% | I: 3.0%

CCc1ccc(NC2=CC(=O)CC(C)(C)C2)cc1
  A: -3.1 | B: 5.6% | C: -3.1% | D: 7.8%[57.1 µM] | E: 11.4%[57.1 µM] | F: 7.4% | G: 2.0% | H: 2.6% | I: 1.3%

Cc1ccc(S(=O)(=O)NCC(=O)OCc2csc(CC(=O)Nc3ccccc3C)n2)cc1C
  A: -2.7 | B: 47.9% | C: -19.1% | D: 0.3% | E: 28.8% | F: 7.4% | G: -6.1% | H: i | I: 11.2%

Cc1ccccc1OCC(O)Cn1c(N2CCCCC2)nc2c1c(=O)[nH]c(=O)n2C (configuration not stated)
  A: 7.3 | B: 24.9% | C: -15.3% | D: -4.0% | E: 11.3% | F: 7.5% | G: 1.7% | H: i | I: 1.4%

COc1ccccc1CNC(=O)C1CCCN(S(=O)(=O)c2cccs2)C1 (configuration not stated)
  A: 1.4 | B: 24.6% | C: -5.0% | D: 3.1%[57.1 µM] | E: 6.3%[57.1 µM] | F: 4.0% | G: 2.2% | H: -3.7% | I: 5.4%

CC(=O)N1N=C(c2ccc(C)o2)CC1c1cccc(F)c1 (configuration not stated)
  A: 3.7 | B: ? | C: -5.8% | D: -5.2% | E: -13.0% | F: 0.0% | G: 0.8% | H: i | I: -5.4%

S=C(NCCc1ccccn1)Nc1ccc(Cl)cc1
  A: -0.9 | B: 39.4%[activator] | C: -14.8% | D: -1.4% | E: -3.7% | F: 2.0% | G: 13.0% | H: 3.2% | I: 0.7%

CCC1CCc2c(sc(NC(C)=O)c2C#N)C1 (configuration not stated)
  A: -0.2 | B: 0.8% | C: -1.2% | D: -0.7% | E: 9.9% | F: -0.3% | G: 8.8% | H: 5.7% | I: 7.7%

Cn1cc(Br)cc2nc(C(F)(F)F)nc1-2
  A: 0.3 | B: 21.2% | C: -12.4% | D: -8.3% | E: 15.6%[57.1 µM] | F: 6.2% | G: -12.7% | H: i | I: -1.4%

O=C(O)Cc1ccc(NC(=O)C2CCCCC2C(=O)O)cc1 (configuration not stated)
  A: -0.3 | B: 31.5% | C: -3.5% | D: -4.9% | E: -12.7% | F: -0.5% | G: -2.8% | H: 7.1% | I: 6.4%

COc1ccc(NC2CC(=O)N(CCc3ccccc3)C2=O)cc1 (configuration not stated)
  A: 2.2 | B: 11.8% | C: -9.3% | D: -7.0%[57.1 µM] | E: 2.5%[57.1 µM] | F: 6.6% | G: -1.7% | H: i | I: 2.4%

COc1ccccc1/C=C1\SC(=S)N(CCC(=O)NCCCn2ccnc2)C1=O
  A: 2.4 | B: 32.4% | C: -9.6% | D: 0.4% | E: 25.9% | F: -4.2% | G: 2.3% | H: 1.9% | I: 0.9%

CC(C)C[C@H](NC(=O)OCC1c2ccccc2-c2ccccc21)C(=O)O
  A: 0.6 | B: 10.9% | C: 5.4% | D: 6.1% | E: 14.4% | F: -3.8% | G: -8.8% | H: 9.2% | I: -2.2%

CCN(CC)C(=S)NC(=O)c1ccc(F)cc1
  A: 2.8 | B: 4.2% | C: -4.7% | D: -1.7%[57.1 µM] | E: -11.7%[57.1 µM] | F: -16.1% | G: 17.0% | H: -3.8% | I: 7.2%

CCCCCC(=O)N1CC2(CC(c3cccc(NC(=O)COc4ccc(Cl)cc4)c3)=NO2)C[C@@H]1C(N)=O (some centres not stated)
  A: -3.0 | B: 20.5% | C: -19.5% | D: -13.4%[57.1 µM] | E: 10.9%[57.1 µM] | F: -2.3% | G: -4.0% | H: -0.6% | I: 6.6%

Cc1ccc2ncnc(-c3ccccc3)c2c1
  A: 3.7 | B: 10.2% | C: 6.9% | D: 8.8%[57.1 µM] | E: -0.9%[57.1 µM] | F: 2.3% | G: 4.9% | H: 6.4% | I: -3.6%

Cc1ccc(Cl)cc1N1CCN(C(=O)c2cc(S(=O)(=O)N3CCCCCC3)cn2C)CC1
  A: -5.4 | B: 5.0%[57 µM] | C: ? | D: 0.9%[57.1 µM] | E: 29.4%[57.1 µM] | F: -7.0% | G: 5.9% | H: -3.1% | I: 1.3%

CC(=O)c1c(C)nc2ccccc2c1N
  A: -8.0 | B: 31.6% | C: -2.0% | D: -11.5% | E: 3.4%[57.1 µM] | F: 6.6% | G: 17.3% | H: 2.4% | I: -0.9%

Cc1nc(-c2ccc([N+](=O)[O-])cc2)c(-c2ccccc2)o1
  A: -1.4 | B: ? | C: -12.5% | D: 11.2%[57.1 µM] | E: 4.3%[57.1 µM] | F: -2.5% | G: 3.4% | H: -9.4% | I: -1.6%

CCOC(=O)Cc1csc(NC(=O)c2c(O)c3ccccc3n(CC(C)C)c2=O)n1
  A: 2.7 | B: 30.7%[activator] | C: -12.6% | D: 4.4%[57.1 µM] | E: 1.6%[57.1 µM] | F: 4.3% | G: -1.2% | H: -3.2% | I: 1.9%

O=C(O)CCCNC(=O)/C(=C\C=C\c1ccccc1)NC(=O)c1ccccc1Cl
  A: -4.0 | B: 31.9% | C: -11.1% | D: -21.2% | E: -25.1% | F: -9.0% | G: -2.9% | H: -3.3% | I: -9.9%

Cc1ccc(OCCSc2nc(-c3ccccc3C)nc3cc(=O)[nH]n23)cc1Cl
  A: -5.1 | B: 51.4%[activator] | C: -27.0% | D: 17.5%[57.1 µM] | E: 17.0%[57.1 µM] | F: 2.0% | G: 1.5% | H: -18.0% | I: 50.9%[activator]

Cc1noc(C)c1COC(=O)/C=C/c1ccccc1Cl
  A: 4.3 | B: 203.2%[activator] | C: -7.9% | D: -15.2%[57.1 µM] | E: 17.0%[57.1 µM] | F: 9.8% | G: -1.7% | H: -4.8% | I: -11.8%

Cc1cccc(CN2CCC(C(=O)Nc3ccc(Oc4cccnc4)cc3)CC2)c1
  A: -0.6 | B: 28.1% | C: -9.9% | D: -9.8% | E: -8.4% | F: 1.6% | G: 8.6% | H: 5.5% | I: 0.3%

CN(C(=O)c1ccc2c(c1)C(=O)N(CCC1=CCCCC1)C2=O)C1CCCCC1
  A: -3.0 | B: 56.5%[activator] | C: ? | D: -6.9% | E: -14.4% | F: 8.7% | G: 1.4% | H: -7.0% | I: 0.6%

Cn1c(SCC(N)=O)nnc1C1CCN(S(=O)(=O)c2ccccc2C(F)(F)F)CC1
  A: -0.9 | B: 61.3%[activator] | C: -9.1% | D: -2.2% | E: -3.6% | F: 6.4% | G: -22.9% | H: 3.5% | I: -3.8%

COc1cc(/C=N/NC(=O)C(C)n2nnc3ccccc32)ccc1O (configuration not stated)
  A: 0.4 | B: 32.3% | C: -20.0% | D: -12.6% | E: -13.7% | F: 1.8% | G: 22.8% | H: -3.8% | I: -8.5%

CCn1c(CNc2ccc(C)cc2)nnc1SCC(N)=O
  A: 7.6 | B: 6.9% | C: -10.5% | D: 9.7%[57.1 µM] | E: 19.8%[57.1 µM] | F: -3.9% | G: 21.0% | H: -8.4% | I: -2.9%

Cc1ccccc1-c1nc(CN2CCCC(C(=O)NCCCN3CCOCC3)C2)c(C)o1 (configuration not stated)
  A: -0.8 | B: 7.3% | C: -14.0% | D: -1.4% | E: -8.9% | F: -3.7% | G: 11.3% | H: i | I: -2.3%

# Complete entries as entered above. Order of values: PI4K2A block | HP1b chromo inh | USP1 inh | TrxR1 substrate | TrxR1 inh | mIDH1 inhibitor | GLS inhibitor | Tb PGK inh | Pin1 inh
# Record of `Cc1cccc(CN2CCC(C(=O)Nc3ccc(Oc4cccnc4)cc3)CC2)c1` = -0.6 | 28.1% | -9.9% | -9.8% | -8.4% | 1.6% | 8.6% | 5.5% | 0.3%
# Record of `O=C(O)CCCNC(=O)/C(=C\C=C\c1ccccc1)NC(=O)c1ccccc1Cl` = -4.0 | 31.9% | -11.1% | -21.2% | -25.1% | -9.0% | -2.9% | -3.3% | -9.9%

# Compound activity (PubChem)
